# KDM5B inhibitor = Primary screen for KDM5B Histone Demethylases FDH-coupled qHTS; Potency, µM (doses to about 57.7 µM), for inactives: at the top dose activity change, negative = inhibition, usual class: inhibitors; actives 2.6% (n = 220,000); KDM5B demethylase, FDH-coupled NADH fluorescence (FDH is formaldehyde dehydrogenase); active = well fitted inhibition curve with a large enough effect; inconclusive = small, poorly fitted or top-dose-only effect; inactive = no such curve, though single readings can be large or run the other way; also: 0% is about no effect; nearly all actives have a fitted effect of over 70% in size
# Target sequence (Q9UGL1 whole entry, looked up): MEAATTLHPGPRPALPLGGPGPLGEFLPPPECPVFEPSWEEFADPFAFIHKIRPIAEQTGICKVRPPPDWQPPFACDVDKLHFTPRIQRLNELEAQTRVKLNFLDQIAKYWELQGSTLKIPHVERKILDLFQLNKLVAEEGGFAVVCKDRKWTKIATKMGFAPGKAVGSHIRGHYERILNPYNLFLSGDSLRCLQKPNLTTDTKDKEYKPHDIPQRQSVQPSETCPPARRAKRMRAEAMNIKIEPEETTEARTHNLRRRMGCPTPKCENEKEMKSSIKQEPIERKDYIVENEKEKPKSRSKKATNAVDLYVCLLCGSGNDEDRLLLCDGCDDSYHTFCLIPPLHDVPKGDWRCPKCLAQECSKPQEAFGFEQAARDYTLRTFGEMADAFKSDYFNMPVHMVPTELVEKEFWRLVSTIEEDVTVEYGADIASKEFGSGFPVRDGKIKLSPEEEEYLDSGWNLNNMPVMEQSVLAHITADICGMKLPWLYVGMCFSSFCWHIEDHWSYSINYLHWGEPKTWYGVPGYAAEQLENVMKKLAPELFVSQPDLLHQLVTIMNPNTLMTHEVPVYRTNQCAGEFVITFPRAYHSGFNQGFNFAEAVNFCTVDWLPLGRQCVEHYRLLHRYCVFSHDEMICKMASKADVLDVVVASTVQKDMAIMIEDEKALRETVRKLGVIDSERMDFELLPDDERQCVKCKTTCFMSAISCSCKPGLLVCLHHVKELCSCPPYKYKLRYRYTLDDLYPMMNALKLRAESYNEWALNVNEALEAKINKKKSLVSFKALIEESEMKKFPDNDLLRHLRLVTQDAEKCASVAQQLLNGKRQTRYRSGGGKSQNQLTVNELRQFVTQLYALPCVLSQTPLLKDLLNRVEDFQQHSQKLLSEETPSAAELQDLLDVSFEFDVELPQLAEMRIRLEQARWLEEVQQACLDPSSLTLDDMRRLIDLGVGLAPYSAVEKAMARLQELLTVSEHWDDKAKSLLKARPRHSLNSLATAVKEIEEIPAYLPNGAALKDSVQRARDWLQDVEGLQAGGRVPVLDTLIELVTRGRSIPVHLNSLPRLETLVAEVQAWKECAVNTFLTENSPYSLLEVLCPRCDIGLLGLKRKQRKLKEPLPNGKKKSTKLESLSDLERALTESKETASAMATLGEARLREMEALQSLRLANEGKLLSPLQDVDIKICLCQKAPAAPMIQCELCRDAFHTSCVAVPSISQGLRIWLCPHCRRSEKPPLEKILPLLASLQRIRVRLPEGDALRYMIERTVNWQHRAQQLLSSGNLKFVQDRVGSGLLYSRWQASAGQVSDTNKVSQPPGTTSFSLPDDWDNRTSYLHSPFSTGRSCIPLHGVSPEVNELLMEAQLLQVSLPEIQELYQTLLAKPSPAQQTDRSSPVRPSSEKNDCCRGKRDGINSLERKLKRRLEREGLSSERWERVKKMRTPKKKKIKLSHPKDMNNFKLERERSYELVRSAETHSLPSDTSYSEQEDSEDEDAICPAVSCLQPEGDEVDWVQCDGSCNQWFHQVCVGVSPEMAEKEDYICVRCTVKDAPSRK
#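 Here, H3K4me3 peptide (12.5 µM in substrate mix) is demethylated by KDM5BΔAP, 200 nM final, after 10 min compound exposure. Formaldehyde product is coupled through FDH (0.25 U/mL in mix) to NADH fluorescence; 30-min ΔRFU feeds dose-response curves.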
# Starred values were filed as active, the others as inactive; ? = inconclusive; [ ] = dose if it differs, or a comment. Potency is read from the fitted curve at half-maximal effect.
No.	KDM5B inhibitor	Structure
1	-12%	O=C(Cn1c(=O)c2c(ncn2Cc2ccco2)n(Cc2ccccc2)c1=O)N1CCNC1=O
2	-6%	N#Cc1ccc(F)c(CSc2ccccn2)c1
3	21%	CCn1ccc(C(=O)N2CCCC(CO)CCNC(=O)CC2)n1 (stereo not given)
4	?	N#Cc1c(N)n(-c2cccc(Cl)c2)c2nc3ccccc3nc12
5	-1%	Cc1ccc(Cn2c(=O)n(-c3cccc(C(F)(F)F)c3)c(=O)c3c(C)c(C)sc32)c(C)c1
6	-8%	CC(C)Oc1ccc(CNS(=O)(=O)c2csc(C(N)=O)c2)cc1
7	17%	Cc1ccc(C(=O)/C(C#N)=C/c2ccc(OCc3ccccc3Cl)cc2)cc1
8	-19%	Cc1nc(CC(=O)c2ccc(O)c(C)c2O)cs1
9	-1%	Cc1cc(-n2cnc(-c3cn[nH]c3C)n2)no1
10	-1%	O=C(Nc1ccccc1Cl)C1Sc2nnc(-c3ccccc3)n2NC12CCCC2 (stereo not given)
11	-25%	Cc1nc(CN2CCN(CC3(O)CCNC3)CC2)cs1 (stereo not given)
12	?	C=CCOc1ccc(/C=C(\C(=O)c2ccc(OCC)cc2)c2nc3ccccc3s2)cc1
13	-16%	CCn1c(C)c(C)c2cc(C(=O)NCCCN3CCCCC3)ccc21
14	?	CC(C)(C)N(Cc1ccccc1)C(=O)COC(=O)/C=C/c1ccc2c(c1)OCO2
15	-21%	O=C(Cc1ccccc1)N(Cc1ccc2cc[nH]c2c1)C1CC1
16	?	O=C(NCc1ccc2c(c1)CCN2C(=O)c1ccncc1)c1ccccc1Cl
17	?	CCc1ccc(NC(=O)N2c3ccccc3Sc3ccccc32)cc1
18	-22%	N#Cc1c(-c2ccccc2)cc(-c2ccccc2)nc1SCC(=O)Nc1ccc(Cl)cc1
19	-3%	COCCN1C(=O)c2cccn2CC1CNC(=O)c1ccc(Cc2c(C)noc2C)o1 (stereo not given)
20	21%	Cc1nnc(NC(=O)CSc2nc(N)c(NC(=O)c3cccs3)c(=O)[nH]2)s1
21	14%	CCCC(=O)Nc1ccccc1NC(=O)c1ccc(C)cc1
22	-10%	COc1cccc(CN2C(=O)c3ccccc3Sc3ccc(C(=O)NCCc4ccc(Cl)cc4)cc32)c1
23	-11%[86.2 µM]	CN1CCC(Nc2nccc3c(=O)cc(N(C)c4ccccc4)oc23)CC1
24	32µM*	C1CCC(c2nc(CCOCC3CCOCC3)no2)NC1 (stereo not given)
25	9%	COc1ccc(-c2coc3c2c(C)cc2oc(=O)c(C)c(C)c23)cc1

# Two of these compounds, set out differently.
item	Structure	KDM5B inhibitor
7	Cc1ccc(C(=O)/C(C#N)=C/c2ccc(OCc3ccccc3Cl)cc2)cc1	17%
8	Cc1nc(CC(=O)c2ccc(O)c(C)c2O)cs1	-19%

# Rewritten bar-delimited: part of the list above.
entry | smiles | KDM5B inhibitor
22 | COc1cccc(CN2C(=O)c3ccccc3Sc3ccc(C(=O)NCCc4ccc(Cl)cc4)cc32)c1 | -10%
23 | CN1CCC(Nc2nccc3c(=O)cc(N(C)c4ccccc4)oc23)CC1 | -11%[86.2 µM]
24 | C1CCC(c2nc(CCOCC3CCOCC3)no2)NC1 (stereo not given) | 32µM*
25 | COc1ccc(-c2coc3c2c(C)cc2oc(=O)c(C)c(C)c23)cc1 | 9%

# (list continues)
No.	KDM5B inhibitor	Structure
26	-22%	Cc1ccc(-c2ccc(/C=C(\C#N)C(=O)NC(C)(C)C)o2)cc1
27	-27%	O=C(CN1CCN(CC(=O)c2c[nH]c3ccccc23)CC1)NC1CC1
28	11%	O=C(Cn1ccn2nc(-c3ccccc3)c(CO)c2c1=O)Nc1ccc2c(c1)OCO2
29	?	Cc1cc(NC(=O)CC#N)n(-c2nc3ccccc3[nH]2)n1
30	?	CCC(=O)Nc1ccc(-c2nc3ncccc3o2)cc1C
31	-30%	COC1CCC12CCN(C(=O)c1cccs1)CC2 (stereo not given)
32	29%	Nc1cccc(P(=O)(c2ccccc2)c2ccccc2)c1
33	?	O=C(COCc1cc(-c2ccc3c(c2)OCO3)on1)Nc1cc(Cl)ccc1Cl
34	?	COc1ccc(OC)c2sc(N3CCN(C(=O)c4ccco4)CC3)nc12
35	-9%	O=C(CSc1ncnc2nc[nH]c12)Nc1ccccc1F
36	6%	CCCCCSc1nc2c(c(=O)[nH]c(=O)n2C)n1Cc1cccc(Br)c1
37	24%	O=C(c1cccs1)C1CCCN(C(=O)c2ccc(N3CCCC3=O)cc2)C1 (stereo not given)
38	4%	O=C(O)C[C@@H]1CCN(C(=O)c2ccc(C(F)(F)F)cc2)C[C@@H]1CCN1CCN(c2ccc(F)cc2)CC1
39	-11%	Cc1ccc(CSc2ccc(S(=O)(=O)N3CCCC3)cn2)cc1
40	-14%	CN(CCO)C(=O)c1nc(-c2ccc3cc[nH]c3c2)no1
41	21%	CCOc1ccc(Nc2oc(-c3cccc(Cl)c3)nc2C#N)cc1
42	10%	CN1CCN(C2Cc3cc(Cl)ccc3Sc3cc(F)ccc32)CC1 (stereo not given)
43	-23%	O=C(N/N=C/c1cccc(Cl)c1)c1cccs1
44	-12%	Cc1ccc(CCC(=O)N(C)Cc2cccs2)cc1
45	-6%	NC1(C(=O)O)CCOCC1
46	-10%	OCC1(Cc2ccc(F)cc2)CCCN(c2nc3ccccc3s2)C1 (stereo not given)
47	-5%	CC(C)(C)N=C1NN=C(c2c[nH]c3ccccc23)CS1
48	?	COc1ccc([C@@H]2Sc3ccccc3NC(=O)[C@@H]2O)cc1
49	-6%	COc1ccccc1OCCCn1c(-c2ccc(Cl)cc2)nc2ccccc2c1=O
50	17%	Nc1nonc1C(=O)N1CCN(C(=O)Nc2ccccc2)CC1
51	-10%	CCCCSCCCNC(=O)c1ccc2c(c1)N(Cc1cccc(Cl)c1)C(=O)c1ccccc1S2=O (stereo not given)
52	?	COc1ccc(-c2cc(N3CCCC(NC(=O)c4ccc(C)nc4)C3)n[nH]2)cc1 (stereo not given)
53	?	Cc1cccc(C(=O)N2CCc3cc(CNC(=O)c4cc5ccccc5[nH]4)ccc32)c1
54	-29%[86.2 µM]	CC(C)(C)C(=O)N1CC[C@@H](CC(=O)O)[C@@H](CCN2CCC[C@H]2C(N)=O)C1
55	3%	FC(F)(F)c1cccc(Oc2ncnc3sc(-c4ccccc4)cc23)c1
56	14%	S=C(NCc1ccccc1)NC1CCSc2ccc(Cl)cc21 (stereo not given)
57	22%	O=C(O)CCSc1ccc(Cl)cc1
58	4%	Cc1ccc2cccc(NC(=O)COc3cccc(C)c3C)c2n1
59	0%	COC(=O)CSc1cccc2c1C(=O)CC2c1ccccc1 (stereo not given)
60	5%	O=C1NC(C(=O)NCc2ccco2)Cn2cccc21 (stereo not given)
61	7%	CC(=O)Nc1ccc(Oc2ccc3nnc(-c4ccc(Br)cc4)n3n2)cc1
62	-8%	CCOc1cccc2cc(C(=O)NCCOC)c(=O)oc12
63	-2%	COc1ccc(-c2nnc(SCC(=O)Nc3cc(C)on3)n2C2CCCCC2)cc1
64	14%	O=C(Nc1ccc2c(c1)CCC2)c1nnn2c1COC(c1ccc(F)cc1)C2 (stereo not given)
65	10%	Cc1c(C(=O)NCc2ccccc2)sc2nc3n(c(=O)c12)CCCCC3
66	7%	CCN(CC)S(=O)(=O)c1ccc(-c2csc(-c3cccc(OC)c3OC)n2)cc1
67	10%	Cc1cc(C)c(C(=O)NNC(=O)c2cccnc2)c(C)c1
68	9%	COCC1CN(C(=O)NCc2ccc(OC)cc2)CC12CCNCC2 (stereo not given)
69	17%	O=C(O)CC1(CC(=O)N2CCN(C(=O)CC3(CC(=O)O)CCCCC3)CC2)CCCCC1
70	11%	CCc1nc(-c2c3n(c(=O)n(CC(=O)Nc4cccc(C#N)c4)c2=O)CCCCC3)no1
71	-26%[86.2 µM]	O=C(NCc1ccccc1)c1nc2c(o1)CCN(Cc1ccc(F)cc1)CC2
72	-10%	CSc1ccc(Sc2ccc(SC)cc2)cc1
73	25µM*	Cc1ccc(C#N)c(NCc2cccnc2Oc2cccc(C(F)(F)F)c2)n1
74	10%	CCCCN(C(=O)c1nn(C)c(=O)c2ccccc12)c1c(N)n(CC(C)C)c(=O)[nH]c1=O
75	1%	CC(C)c1nnc(C2CN(C(=O)c3ccc(F)cc3)CC23CCOCC3)o1 (stereo not given)

# 4 compounds already listed, sorted by the number in KDM5B inhibitor, descending.
No.	KDM5B inhibitor	Structure
25	9%	COc1ccc(-c2coc3c2c(C)cc2oc(=O)c(C)c(C)c23)cc1
58	4%	Cc1ccc2cccc(NC(=O)COc3cccc(C)c3C)c2n1
75	1%	CC(C)c1nnc(C2CN(C(=O)c3ccc(F)cc3)CC23CCOCC3)o1 (stereo not given)
72	-10%	CSc1ccc(Sc2ccc(SC)cc2)cc1

# (list continues)
No.	KDM5B inhibitor	Structure
76	?	Cc1cccc(N2CCN(c3nccc(-c4ccccn4)n3)CC2)n1
77	-1%	O=S(=O)(c1cccc(Cl)c1Cl)N1CCN(c2nnnn2-c2ccccc2)CC1
78	18%	Clc1ccc(-c2noc(C3CCCCC3)n2)cc1
79	-14%	O=C(Cn1nc(C(F)(F)F)c2c1CCCC2)Nc1ccc(F)c(Cl)c1
80	0%	CCCCS(=O)(=O)Nc1ccc([C@H]2OCC(=O)N(Cc3ccc(F)cc3)[C@@H]2CO)cc1
81	?	CCn1nnc2cc(C(=O)Nc3ccc(Cl)cc3C)ccc21
82	8%	CCc1cnc2c(c1SCC(=O)Nc1ccc(OC)c(OC)c1)c(=O)n(C)c(=O)n2C
83	?	COc1ccc2c(C)c(CC(=O)NCCc3ccc(S(N)(=O)=O)cc3)c(=O)oc2c1C
84	-3%	Cc1cn(C)c(CC(=O)N2CCN(c3cccc(Cl)c3)CC2)c1C(=O)O
85	?	COc1cccc(C(=O)NC2CCCN(c3cc(-c4ccccc4)[nH]n3)C2)c1OC (stereo not given)
86	2%	CCc1ccc(C2C=C(c3ccc(C)cc3)Nc3nnnn32)cc1 (stereo not given)
87	-5%	O=c1cc(-c2ccccc2)nc2n(Cc3cccc(F)c3)c3ccccc3n12
88	-15%	Cc1ccc(CNCc2c(C(=O)O)c(C)n(Cc3c(C)cc(C)cc3C)c2C)cc1
89	19%	Cc1ccccc1CNC(=O)COC(=O)c1ccc2c(c1)NC(=O)CS2
90	?	O=C(NCC1COc2ccccc2O1)c1cccc(S(=O)(=O)N2CCN(c3ccccc3)CC2)c1 (stereo not given)
91	13%	O=C(COc1cccc(Br)c1)Nc1ccc(NC(=O)C2CC2)cc1
92	16%	COc1ccc(Oc2cccc(Cl)c2CNC(=O)CSCC(=O)O)cc1
93	-17%	Cc1cccc(-c2noc(CN(C(=O)COc3ccc(C(C)C)cc3)C(C)C)n2)c1
94	0%[86.2 µM]	O=C(c1ccccc1)N1CC[C@H](c2nc3ccc(F)cc3[nH]2)C1
95	10%	CC1CCN(CCOc2ccc3c(=O)c(-c4ccccc4)coc3c2)CC1
96	18%	COCCn1c(SCc2ccc3c(c2)OCO3)nnc1-c1ccc(Cl)cc1
97	1%	CCc1ccc2c(CN(C)Cc3nc4ccccc4c(=O)[nH]3)cc(=O)oc2c1
98	?	COc1ccc(Nc2nccc3c(=O)cc(-c4ccccn4)oc23)cc1OC
99	-32%	O=C([C@@H]1C[C@H](Oc2cccnc2)CN1C(=O)NC1CCCCC1)N1CCOCC1
100	13%	O=C(O)C(c1ccc(Cl)cc1)c1ccc(Cl)cc1
101	-20%	CCc1nnc(NC(=O)CSc2nccn2Cc2ccc(C)cc2)s1
102	?	O=C(NCc1ccccn1)c1ccc2nc(-c3ccccc3)c(-c3ccccc3)nc2c1
103	?	Cc1cc(C)c(NC(=O)Cn2c(=O)n(CCC(C)C)c(=O)c3cccnc32)c(C)c1
104	?	Fc1ccccc1-c1nnc([C@H]2CCN(Cc3ccccc3)C2)o1
105	17%	O=c1[nH]c2ccccc2c2nc(-c3cccc(S(=O)(=O)N4CCCC4)c3)nn12
106	-20%	O=C(O)C(F)(F)c1ccc(F)cc1
107	26%	C/C(=N\OC(=O)c1ccc(F)cc1)c1ccc(F)c(F)c1
108	11%	Cc1ccc(NC(=O)CCc2nc3cc(Cl)ccc3n(Cc3ccccc3)c2=O)cc1
109	?	CC(NC(=O)c1ccc2c(c1)sc1nc(-c3ccc(F)cc3)cn12)C12CC3CC(CC(C3)C1)C2 (stereo not given)
110	16%	O=C(O)c1cccc(C2CCCN(C(=O)c3c(F)cccc3Cl)C2)c1 (stereo not given)
111	14%	CC(C)(C)c1ccc(C(=O)NCC(=O)N2CCCC2)cc1
112	-20%	O=C(OCc1ccccc1)N1CCCC2(C1)C(=NC1CCCC1)NC(=O)N2c1cc(F)cc(F)c1 (stereo not given)
113	18%	CCCCCOc1ccc(C2c3c(oc4ccccc4c3=O)C(=O)N2c2nc(C)c(C)s2)cc1OCC (stereo not given)
114	-4%[86.2 µM]	CC(C)NC(=O)C[C@@H]1C[C@H]2O[C@H](CNC3CCCCC3)[C@@H](O)[C@H]2O1
115	-6%	COc1ccc(-n2nc(C(=O)NCC(=O)N(C)Cc3ccccc3)c3ccccc3c2=O)c(OC)c1
116	?	COc1ccc(NC(=O)[C@@H]2C[C@@H](c3ccc(F)cc3)N(CCOc3ccccc3)C2)cn1
117	?	COc1ccc(NC(=S)NNC(=S)Nc2cccc(C(F)(F)F)c2)cc1
118	27%	CN(C)c1ccc(NC(=O)Cn2nc3n(c2=O)CCCCC3)cc1
119	6%	CCn1c(SCC(=O)Nc2ccccc2C(=O)OC)nc2ccsc2c1=O
120	-26%	O=c1[nH]c(=O)n(Cc2ccccc2Cl)c2c1CN(Cc1ccccc1)CN2
121	?	CC(C)c1ccc2oc(-c3ccc(NC(=O)c4cccnc4)cc3)nc2c1
122	-28%	O=C(Cn1nnc(-c2cccc(C(F)(F)F)c2)n1)c1c[nH]c2ccccc12
123	-18%	CN1C(=O)Cc2cc(C(=O)CSc3nnc(C4CC4)n3C3CC3)ccc21
124	22%	Cc1nc2cccnc2n1CC1CCCN(S(=O)(=O)Cc2ccc(Cl)cc2)C1 (stereo not given)
125	-19%[115 µM]	CC(=O)NC[C@H]1OC[C@@H](NC2CCCC2)[C@@H]1O

# From PubChem BioAssay

# This is a subset; rates above refer to the full screens.
